TEAD-YAP block = TEAD-YAP interaction inhibition | HEK-TIYL cells, TEAD-Gal4/YAP UAS-luciferase luminescence | inhibition, % at 9.12 µM | 640,000 compounds, 1.4% hits; in the data active = inhibition above about 32%;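 note: 0% = median of test compound wells and 100% = reference inhibitor wells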
MITF primary = blocks human microphthalmia-associated transcription factor. O75030. AlphaScreen MITF homodimerization, bead proximity signal. inhibition, % at 2.6 µM. 650,000 compounds, 0.91% hits; in the data active = inhibition above about 50%;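 note: 0% = vehicle wells with protein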
Target sequence (O75030 whole entry, looked up): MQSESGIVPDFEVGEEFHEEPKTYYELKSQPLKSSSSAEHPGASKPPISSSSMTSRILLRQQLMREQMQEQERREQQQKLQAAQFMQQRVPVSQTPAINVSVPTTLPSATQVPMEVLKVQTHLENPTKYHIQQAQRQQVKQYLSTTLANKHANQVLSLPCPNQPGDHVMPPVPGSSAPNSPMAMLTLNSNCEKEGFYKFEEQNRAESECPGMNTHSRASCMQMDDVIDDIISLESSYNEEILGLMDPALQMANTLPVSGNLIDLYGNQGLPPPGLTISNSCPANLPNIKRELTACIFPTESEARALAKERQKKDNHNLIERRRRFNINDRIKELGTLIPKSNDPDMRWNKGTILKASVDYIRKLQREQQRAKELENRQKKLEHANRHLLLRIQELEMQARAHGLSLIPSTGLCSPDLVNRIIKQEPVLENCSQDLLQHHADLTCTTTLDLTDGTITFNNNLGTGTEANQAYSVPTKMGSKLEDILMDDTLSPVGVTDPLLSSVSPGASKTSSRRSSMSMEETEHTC
FBW7 activator = activators of human E3 ligase FBW7; 650,000 compounds, 0.13% hits; AID 1259310; normalized activity (activation), % at 26.1 µM; AlphaScreen FBW7–phospho-cyclin E peptide binding, activator screen; Q969H0; in the data active = normalized activity above about 1.9%;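 note: purified mutant Fbw7 with reduced substrate affinity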
GPR151 activ = human GPR151 activation | PathHunter beta-arrestin GPR151 cells, luminescence | activation, % at 11.2 µM | Q8TDV0 | 650,000 compounds, 1% hits; in the data active = activation above about 4.9%;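 note: 0% = median of compound wells and 100% = cells with positive control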
Target sequence (Q8TDV0 whole entry, looked up): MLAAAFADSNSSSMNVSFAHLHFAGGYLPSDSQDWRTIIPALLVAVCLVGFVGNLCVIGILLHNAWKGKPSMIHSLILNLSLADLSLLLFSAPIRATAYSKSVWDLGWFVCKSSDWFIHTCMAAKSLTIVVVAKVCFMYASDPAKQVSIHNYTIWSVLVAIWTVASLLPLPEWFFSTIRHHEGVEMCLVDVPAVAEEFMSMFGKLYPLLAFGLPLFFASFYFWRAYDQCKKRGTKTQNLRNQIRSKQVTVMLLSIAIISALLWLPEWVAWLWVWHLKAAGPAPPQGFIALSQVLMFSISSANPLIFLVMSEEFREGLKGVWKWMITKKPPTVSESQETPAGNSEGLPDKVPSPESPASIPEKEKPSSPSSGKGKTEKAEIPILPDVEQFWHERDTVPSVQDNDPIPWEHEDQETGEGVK
Numbers without * were called inactive.

SMILES	TEAD-YAP block	MITF primary	FBW7 activator	GPR151 activ
CC(=O)NC(CCS(C)(=O)=O)C(=O)Nc1cccc(C(C)=O)c1 (stereo unspecified)	-2	10	-0.2	0.2
CC(=O)NC1(c2ccc(F)cc2)CCN(CC(=O)Nc2ccccn2)CC1	7	-12	0.1	-0.7
CC(=O)c1cccc(-c2nc(NCc3cccc(C(F)(F)F)c3)c3ncn(Cc4ccc(C(F)(F)F)cc4)c3n2)c1	7	-4	0.1	1.5
CCOc1ccc(/C=C2/SC(N3CCC(C)CC3)=NC2=O)cc1	14	2	0.0	1.0
CCOC(=O)c1sc2nc(SCc3cccc(F)c3)n(Cc3ccc(OC)cc3)c(=O)c2c1C	-6	1	0.0	-1.1
O=Cc1ccc(OC(=O)c2cccs2)c(Br)c1	4	4	0.3	0.8
C1=C[C@H]2c3ccc4ccccc4c3N[C@@H](c3ccc(OC4CSC4)cc3)[C@H]2C1	-6	2	-0.1	-0.4
COc1ccc(Nc2nc(NCC3CCCO3)c3ncn(C(C)C)c3n2)cn1 (stereo unspecified)	-12	-14	-0.1	-1.0
Cc1ccccc1NCC(O)Cn1c2ccccc2c2ccccc21 (stereo unspecified)	-2	17	0.0	-0.9
Cc1cccc(OCCCC(=O)Nc2ccc3c(c2)OCO3)c1	8	8	0.1	-1.8
Cc1ccccc1NC(=O)C1(C)c2cccc[n+]2CC(=O)N1c1ccc2c(c1)OCO2 (stereo unspecified)	8	5	-0.1	0.2
CCC(=O)N1CCc2cc(S(=O)(=O)CCC(=O)Nc3ccc(C)c(C)c3)ccc21	6	-9	-0.1	-0.6
Cc1ccc(NC(=O)C23CCC(C)(C(=O)O2)C3(C)C)c(C)c1 (stereo unspecified)	-8	19	0.8	-0.1
CC(=O)Nc1ccc(Nc2ccnc(N3CCc4ccccc4C3)n2)cc1	28	7	0.0	5.1*
CCCCOC(=O)C1=C(C)NC2=C(C(=O)CC(C)(C)C2)C1c1ccc(Cl)cc1 (stereo unspecified)	9	4	0.3	-0.4

Of the compounds above, 3 have fluorine:
SMILES	TEAD-YAP block	MITF primary	FBW7 activator	GPR151 activ
CC(=O)NC1(c2ccc(F)cc2)CCN(CC(=O)Nc2ccccn2)CC1	7	-12	0.1	-0.7
CC(=O)c1cccc(-c2nc(NCc3cccc(C(F)(F)F)c3)c3ncn(Cc4ccc(C(F)(F)F)cc4)c3n2)c1	7	-4	0.1	1.5
CCOC(=O)c1sc2nc(SCc3cccc(F)c3)n(Cc3ccc(OC)cc3)c(=O)c2c1C	-6	1	0.0	-1.1

New compounds follow.
SMILES	TEAD-YAP block	MITF primary	FBW7 activator	GPR151 activ
CC1(C)CC(=O)C2=C(C1)NC(=S)C(C#N)C2c1ccccc1[N+](=O)[O-] (stereo unspecified)	-10	2	-0.1	0.0
O=C(CSc1nnnn1-c1ccccc1)Nc1nc2c(F)c(F)c(F)cc2s1	1	-1	0.1	1.0
O=C(CCCn1sc2ccccc2c1=O)NC1CCCCC1	7	13	0.0	-0.7
CC(C)(C)c1nc(Cc2ccc([N+](=O)[O-])cc2)no1	0	-1	0.0	8.6*
Nc1nc(NCc2cccc(C(F)(F)F)c2)cc(N2CCCC2CO)n1 (stereo unspecified)	31	-4	0.0	0.1
CN(CCCC1CCCC1)C(=O)CC1C(=O)NCCN1CCc1ccccc1 (stereo unspecified)	1	13	0.2	0.3
O=C(Cn1cc(OCc2ccccc2F)c(=O)cc1CO)NCc1ccccc1	7	1	0.1	0.8
COc1ccc(C)cc1NCc1c(CO)cnc(C)c1O	3	5	0.1	3.2
COc1cc([N+](=O)[O-])ccc1NC(=O)C=C(C)C	-13	-4	-0.1	-1.5
O=C(NNc1cc(N2CCOCC2)nc(N2CCOCC2)n1)c1ccc(Cl)c(Cl)c1	2	6	0.0	1.8
Cc1onc(-c2ccccc2Cl)c1C(=O)NCC1CCCO1 (stereo unspecified)	-5	9	-0.1	2.9
CCN(CC)Cc1c(C(=O)N/N=C(\C)c2ccncc2)nnn1-c1nonc1N	-3	-22	0.1	3.5
CCCCCC(=O)NNS(=O)(=O)c1ccc(Cl)cc1	9	6	0.1	-0.7
COc1ccc(CCNC(=O)CNC(=O)Cn2cnc3sc(C)c(C)c3c2=O)cc1OC	-3	-7	-0.1	-0.3
CCOC(=O)C1=CN(c2cc(C)ccc2C)C=C(C(=O)OCC)C1c1ccc(OC)c(OC)c1OC	2	-11	0.4	0.0

Looked up by structure from the entries so far, three records:
SMILES	TEAD-YAP block	MITF primary	FBW7 activator	GPR151 activ
CCC(=O)N1CCc2cc(S(=O)(=O)CCC(=O)Nc3ccc(C)c(C)c3)ccc21	6	-9	-0.1	-0.6
CC(=O)NC(CCS(C)(=O)=O)C(=O)Nc1cccc(C(C)=O)c1 (stereo unspecified)	-2	10	-0.2	0.2
CC(=O)c1cccc(-c2nc(NCc3cccc(C(F)(F)F)c3)c3ncn(Cc4ccc(C(F)(F)F)cc4)c3n2)c1	7	-4	0.1	1.5

Further entries follow.
SMILES	TEAD-YAP block	MITF primary	FBW7 activator	GPR151 activ
CCOC(=O)/C(=N\Nc1ccccc1Cl)N(C)C1CCS(=O)(=O)C1 (stereo unspecified)	4	14	0.4	0.8
Cc1sc(C(=O)Nc2ccccc2)c2c1C(=O)NC(C)(c1cccs1)N2 (stereo unspecified)	11	0	0.1	0.7
Oc1c(CN2CCOCC2)cc(COCc2ccccc2)c2cccnc12	74*	86*	-1.1	-1.3
C=CCN1C(=O)/C(=C/c2cc(C)n(-c3ccc(O)cc3)c2C)C(=O)NC1=S	12	-7	-0.3	0.9
Cc1ccc(-n2nc(C)c3c(NCCCn4ccnc4)c(C(=O)O)cnc32)cc1	6	2	0.0	-1.4
CCOC(=O)c1c(NC(=O)COc2ccccc2C)sc2c1CCC(C)C2 (stereo unspecified)	-9	-14	0.1	0.2
CC(C)N(CCNc1nc(Cl)nc2c1ncn2C(C)C)C(C)C	-7	-5	0.1	-1.9
CCCCCCc1ccc(-c2nc(Cc3ccccc3)no2)cc1	-2	11	0.1	-0.8
O=c1c2ccc(Cl)cc2[nH]c(=S)n1CCc1c[nH]c2ccccc12	-19	-3	0.0	1.7
COc1cccc(-n2nc(C(=O)N3CCC(C(N)=O)CC3)c3ccccc3c2=O)c1	-2	1	-0.1	1.6
CCOc1ccccc1/C=C1/N=C(c2ccccc2C)OC1=O	-1	-3	0.2	0.9
CCOC(=O)c1sc(NC(=O)CSc2nnc(CNC(=O)c3ccc(C)c(C)c3)n2C)c(C(=O)OCC)c1C	-2	1	0.2	-0.4
C=CCSc1nnc(NC(=O)c2ccc(F)cc2)s1	-44	2	0.0	-1.9
Cc1ccc(/C=C2\N=C(c3cccc(I)c3)OC2=O)cc1	5	13	0.3	-0.7
O=c1[nH]c2nc(-c3ccsc3)cnc2n1Cc1ccccn1	-1	-8	0.2	-0.2
CCOC(=O)C1=C(C)NC2=C(C(=O)c3ccccc32)C1c1ccc(CC)cc1 (stereo unspecified)	7	19	-0.1	-0.9
CCOc1nc(NCCO)nc(Nc2ccc([N+](=O)[O-])cc2)n1	13	2	0.4	-0.5
CC1CCN(Cc2nnnn2CCCC(=O)N2CCCCC2c2ccccn2)CC1 (stereo unspecified)	-11	-9	-0.2	0.9
Cc1nn(C)c(C)c1-c1cncc(C(=O)NC2CCN(Cc3ccccc3)CC2)c1	2	-7	0.0	5.5*
CC(C)CCC1(C2CCN(Cc3cccc(F)c3)CC2)NC(=O)NC1=O (stereo unspecified)	13	8	0.1	-0.2
C=CCNC(=O)[C@H]1C[C@@H](c2ccc(OC)c(OC)c2)NS(=O)(=O)N1C	11	6	0.0	0.1
O=C(O)Cc1ccsc1-c1ccccc1	4	6	-0.1	0.5
CC1(C)OC(=O)C(=CNc2cccc(C(F)(F)F)c2)C(=O)O1	1	2	0.0	0.1
O=C(c1ccc2c(=O)n(CCC3=CCCCC3)c(=S)[nH]c2c1)N1CCN(c2ccccc2)CC1	-8	-10	-0.1	0.2
O=C(C1CCCCC1)N1CCN(c2nccnc2NS(=O)(=O)c2cccnc2)CC1	-4	-17	-0.4	0.3
CSc1nc(N)nc(SCc2ccc(F)cc2)c1C#N	-8	2	0.1	-1.2
COc1ccc(C2Nc3ccc(Br)cc3C(c3ccccc3)N2CC(=O)O)cc1 (stereo unspecified)	-11	10	0.0	-0.2
COc1cccc(C(=O)Nc2c3c(nn2-c2ccc(Cl)cc2)CSC3)c1OC	8	26	0.3	-0.2
COc1ccc(C2C3=C(CC(C)(C)CC3=O)Nc3ccccc3N2C(=S)Nc2ccc(F)cc2)cc1 (stereo unspecified)	-13	3	-0.2	0.2
COc1cc(/C=N\NC(=O)c2c(C)nc3sccn23)ccc1O	16	21	-0.2	0.3
CCOC(=O)c1ccc(NC(=O)CC)cc1	-7	32	0.3	1.2
CCc1ccc2c(O)c3c(cc2c1C(=O)OC)C(=O)c1c(O)ccc(O)c1C3=O	4	-13	-0.1	-1.6
CCOC(=O)c1c(C)oc2c1c(C=NCc1ccccn1)c(O)c1ccccc12	2	6	-0.4	1.3
CCCC(=O)Nc1cc(C)c(NC(=O)Cc2ccccc2)cn1	7	12	0.2	0.2
O=C(CN1CCN(Cc2ccccc2F)C1=O)NCCc1ccccc1	-22	-7	0.0	-0.7
O=[N+]([O-])c1cccc(S(=O)(=O)NC2CCS(=O)(=O)C2)c1 (stereo unspecified)	-2	-9	0.1	-0.1
COc1ccc2cc3c(N)nn(C(=O)CN4CCOCC4)c3nc2c1	7	-9	0.0	0.9
CCCCC(CC)C(=O)Nc1ccc(C#N)cc1 (stereo unspecified)	-3	10	0.0	-0.1
O=C(Nc1ccc(Nc2ccc([N+](=O)[O-])cc2[N+](=O)[O-])cc1)c1ccccc1	6	16	-0.1	1.2
O=C(NC(=S)Nc1ccc(N2CCCCC2)cc1)c1cccc(F)c1	2	17	-0.5	-0.1
CCCCCCn1c(N/N=C/c2ccncc2)nc2c1c(=O)[nH]c(=O)n2C	-1	9	0.0	0.3
O=C(CCCCn1c(=S)[nH]c2ccsc2c1=O)NCc1ccccc1	28	8	-0.1	-0.4
Cc1ccccc1CN[C@H]1C[C@H]2C(=O)N[C@@H]([C@@H](C)O)C(=O)N2C1	5	-8	0.1	-0.1
CCc1nnc(NS(=O)(=O)c2ccc([N+](=O)[O-])cc2)s1	7	1	0.5	0.1
CN1CCC(=NNS(=O)(=O)c2ccc(Cl)cc2)CC1	-2	7	0.1	1.2
COc1cccc(CN2CCN(C(=O)c3cccc(F)c3)CC2)c1	10	44	0.1	1.3
CCOc1cc(-c2nc(C)c(C(C)=O)n2O)ccc1OCC(=O)Nc1ccc(Cl)cc1	11	4	0.0	1.9
CCOC(=O)C1=C(C)N=c2s/c(=C/c3ccc(N(CC)CC)cc3)c(=O)n2C1c1cccs1 (stereo unspecified)	7	5	0.2	0.2
COc1cc(Br)cc(C=C2C(=O)N(C)C(=S)N(C)C2=O)c1O	-1	-8	-0.1	-0.2
COC(=O)c1ccccc1NC(=O)c1cccc(C(=O)Nc2ccccc2C(=O)OC)c1	-2	15	-0.1	-0.7
CN1C(N)=NC(=O)/C1=C/c1ccccc1F	0	-6	0.0	-1.6
COc1ccc(CCN2COc3c(cc(Cl)c4cccnc34)C2)cc1OC	39*	68*	-1.1	0.5
COc1ccc(C)cc1NC(=O)c1cc2c(CO)cnc(C)c2oc1=N	-5	-3	-0.1	0.9
Cc1nccn1S(=O)(=O)c1ccc(Cl)cc1	-4	10	0.1	-0.6
O=C(Cn1ncc2c1-c1ccccc1OC2)NCCCN1CCOCC1	14	5	0.5	-2.6
CCCCNC(=O)c1c(C)[nH]c(C(=O)OCC)c1C	-8	-1	-0.3	0.5
CCCNS(=O)(=O)c1cc(Cl)ccc1OCC	3	8	0.2	0.7
COc1ccc(N2C(=O)CC(Sc3ncccn3)C2=O)cc1 (stereo unspecified)	-2	-2	0.2	-0.4
CCCC/C=C/c1cnc2ccc(NCCOC)nn12	-3	-9	0.0	0.1
CCOc1ccc(N(CC(=O)NCc2ccco2)S(C)(=O)=O)cc1	2	12	0.7	-1.7

By substructure, the compounds so far containing a furan ring, fused or not.
SMILES	TEAD-YAP block	MITF primary	FBW7 activator	GPR151 activ
CCOC(=O)c1c(C)oc2c1c(C=NCc1ccccn1)c(O)c1ccccc12	2	6	-0.4	1.3
CCOc1ccc(N(CC(=O)NCc2ccco2)S(C)(=O)=O)cc1	2	12	0.7	-1.7

Remaining list, next part:
SMILES	TEAD-YAP block	MITF primary	FBW7 activator	GPR151 activ
CC(=O)c1cccc(NC(=O)c2ccc(Br)s2)c1	-4	-6	-0.1	0.4
O=C(CSc1ncnc2c1nnn2Cc1ccccc1)NCc1ccccc1Cl	-8	6	0.2	0.6
CCOc1ccc(C(=O)Nc2c3c(nn2-c2ccc(OC)cc2)CS(=O)(=O)C3)cc1OCC	3	1	0.6	-1.0
Cc1cc2ccccc2c(=O)n1CC(=O)NCCN1CCOCC1	2	-10	0.0	-0.3
O=C(CCc1nnc(Cc2ccc(-c3ccccc3)cc2)o1)N1CCCCC1CCO (stereo unspecified)	0	12	0.2	2.3
CC(C)c1ccc(N(C(=O)C2CC2)C2C=CS(=O)(=O)C2)cc1 (stereo unspecified)	8	12	0.0	0.3
CN1C(=O)C2(c3ccccc31)C(C(=O)NCC1CCCO1)CC1CCCN12 (stereo unspecified)	-4	10	0.0	3.3
CC(C)(C)C(=O)Nc1ccc(N2CCOCC2)c(Cl)c1	-4	5	0.4	-1.1
O=C(NCCO)/C(=C\C=C\c1ccccc1)NC(=O)c1cccc(Br)c1	6	10	0.0	-0.3
Cc1ccc2c(c1)S(=O)(=O)N=C(CN1CCN(S(=O)(=O)c3cccs3)CC1)N2	1	13	0.3	-1.7
COC(=O)c1ccc(CN2CCC(N(CCN(C)C)C(C)=O)CC2)cc1	-1	12	0.1	0.1
Cc1cn(CC2COC(C)(C)O2)c(=O)[nH]c1=O (stereo unspecified)	2	-10	0.1	3.1
